# Assay outcomes as filed in PubChem BioAssay.
# Rv3671c inh: Rv3671c (M. tuberculosis) protease inhibition; AID 2606; inhibition, % at 5.96 µM; hit rate 0.048% among 320,000; in the data active means inhibition above about 38%;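 further: extracellular domain of Rv3671c used as enzyme; 0% = enzyme with DMSO and 100% = no enzyme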
# Target sequence (P9WHR9 whole entry, looked up, the tested form may be a part): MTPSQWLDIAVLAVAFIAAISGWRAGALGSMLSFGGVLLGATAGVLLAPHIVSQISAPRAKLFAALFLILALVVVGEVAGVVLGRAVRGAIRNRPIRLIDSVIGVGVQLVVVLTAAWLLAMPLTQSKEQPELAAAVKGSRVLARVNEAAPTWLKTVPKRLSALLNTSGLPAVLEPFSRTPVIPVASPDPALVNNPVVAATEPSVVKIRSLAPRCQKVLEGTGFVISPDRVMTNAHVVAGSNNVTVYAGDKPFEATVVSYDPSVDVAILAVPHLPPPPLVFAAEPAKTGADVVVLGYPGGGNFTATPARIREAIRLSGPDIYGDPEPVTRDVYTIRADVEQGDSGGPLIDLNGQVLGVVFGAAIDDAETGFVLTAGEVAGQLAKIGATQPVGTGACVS
# PrPC surface inh: reduces human prion protein on the cell surface; inhibition, % at 13.8 µM; cell surface PrPC, TR-FRET read-out; P04156; hit rate 0.43% among 370,000; AID 720596; in the data active means inhibition above about 24%; further: 0% = median of the test wells and 100% = reference compound wells
# GDH-TPI counter: GDH-TPI coupled enzyme inhibition counter-screen; GDH-TPI coupled enzyme counterscreen, NADH absorbance; inhibition, % at 4.8 µM; hit rate 1.2% among 360,000; in the data active means inhibition above about 30%;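 further: 0% = DMSO wells and 100% = wells lacking the enzyme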
# FadD28 FP inh: blocks FadD28 binding to the bisubstrate probe. hit rate 0.22% among 360,000. inhibition, % at 12.5 µM. fluorescence polarization; in the data active means inhibition above about 8.5%, passing the limit was not always enough; inconclusive means no clear call, values can overlap the other calls
# FBA Mtb inh: Mtb fructose-bisphosphate aldolase inhibition; purified M. tuberculosis FBA, fluorescence read-out; inhibition, % at 1 µM; hit rate 2.3% among 360,000; in the data active means inhibition above about 27%;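 further: 0% = vehicle and 100% = reference inhibitor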
# Target sequence (P9WQA3 whole entry, looked up): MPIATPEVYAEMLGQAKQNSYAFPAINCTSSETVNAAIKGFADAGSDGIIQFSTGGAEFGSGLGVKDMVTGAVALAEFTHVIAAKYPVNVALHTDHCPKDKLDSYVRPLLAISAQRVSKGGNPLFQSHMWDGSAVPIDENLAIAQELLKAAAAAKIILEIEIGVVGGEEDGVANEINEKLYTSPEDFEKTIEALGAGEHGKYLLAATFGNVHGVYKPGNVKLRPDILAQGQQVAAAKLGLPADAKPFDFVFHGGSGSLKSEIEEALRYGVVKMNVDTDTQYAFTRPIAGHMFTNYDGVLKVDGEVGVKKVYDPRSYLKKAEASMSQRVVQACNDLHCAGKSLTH
# Mtb BioA inh: blocks M. tuberculosis BioA enzyme activity; purified M. tuberculosis BioA enzyme, plate reader; inhibition, % at 9.99 µM; hit rate 0.096% among 360,000; in the data active means inhibition above about 40%; inconclusive means no clear call, values can overlap the other calls
# MazF activator: increases E. coli MazEF RNase cleavage of RNA; FAM/BHQ RNA-DNA oligo cleavage fluorescence, 5 h; activation, % at 20 µM; hit rate 0.32% among 350,000; AID 504720; in the data active means activation above about 50%
# Target sequence (P0AE70 whole entry, looked up): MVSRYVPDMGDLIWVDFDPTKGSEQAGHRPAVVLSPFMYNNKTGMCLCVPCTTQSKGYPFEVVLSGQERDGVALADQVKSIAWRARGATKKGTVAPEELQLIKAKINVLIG
# Mtb UGM inh: inhibitors of M. tuberculosis UDP-galactopyranose mutase; hit rate 0.06% among 320,000; purified UGM, fluorescence polarization probe displacement; P9WIQ1; inhibition, % at 10 µM; AID 504406; in the data active means inhibition above about 10%, passing the limit was not always enough; inconclusive means no clear call, values can overlap the other calls
# BoNT-F LC inh: inhibitors of Botulinum neurotoxin F light chain protease; hit rate 0.22% among 360,000; AID 588497; Multiplex microsphere protease cleavage assay, flow cytometry; inhibition, % at 10 µM; in the data active means inhibition above about 35%, passing the limit was not always enough; inconclusive means no clear call, values can overlap the other calls; further: plate controls were buffer without enzyme for full effect and enzyme alone for no effect
# Active calls of the source: *; ? = inconclusive; nt = not tested or not shown.
SMILES,Rv3671c inh,PrPC surface inh,GDH-TPI counter,FadD28 FP inh,FBA Mtb inh,Mtb BioA inh,MazF activator,Mtb UGM inh,BoNT-F LC inh
O=C(c1cc([N+](=O)[O-])ccc1N1CCOCC1)N1CCCCC1,4,-8,12,-2.1,0,nt,-4,-0.1,-2
CCOC(=O)c1c(NC(=O)CSc2nnc(N)s2)sc(C)c1-c1ccc(C)cc1,-15,23,11,-0.5,7,0.3,-6,-2.9,-3
Cc1ccc(NC(=O)CN(C)CC(=O)N(C)Cc2ccccc2)cc1,-2,-4,7,-0.1,-2,2.2,-11,0.8,-3
COc1ccc(S(=O)(=O)N2CCN(c3ccccc3)CC2)cc1C(=O)N1CCCC1,-1,6,-2,0.8,-2,0.4,8,3.9,0
O=S(=O)(c1ccc(Br)s1)N1CCNCC1,3,2,-5,-1.5,-1,-1.4,3,-0.1,-5
COc1cccc(Nc2nc(-c3sc(NC(=O)c4ccccc4)nc3C)cs2)c1,-2,6,14,0.1,1,-0.6,-1,3.2,-1
C=COCCNC(=O)C1CC(=O)N(c2ccc(C)cc2)C1 (stereo not given),-1,4,9,-1.0,-2,-0.3,8,-1.4,-7
Cc1ccc(S(=O)(=O)N2CCC(C(=O)OCC(=O)N3CCc4ccccc43)CC2)cc1,-8,1,-5,-1.6,2,1.0,7,0.9,6
Cc1ccc2[nH]c(=O)c(CN(Cc3cccs3)C(=S)NCc3ccco3)cc2c1,-13,9,9,-3.4,-1,1.0,-8,5.2,-2
CN(C)/C=N/c1[nH]ncc1C#N,1,4,4,0.7,2,nt,7,-4.2,4
C=C(CCO)C1=CCN(S(=O)(=O)C(C)(C)C)[C@H]1CCO,nt,-6,-2,-1.1,-1,-2.4,-4,nt,-2
O=C(COC(=O)c1ccccn1)Nc1ncc(C(F)(F)F)cc1Cl,4,9,-2,-1.6,3,1.2,8,4.8,-3
[O-][n+]1c2c(nn1-c1ccccc1Cl)-c1nonc1CC2,1,-3,7,1.1,-1,-2.2,5,1.7,3
COc1cc(CNCc2cccs2)ccc1OCC(=O)NC(C)(C)C,-4,2,6,-1.2,1,-0.6,-2,1.9,-15
CC(C)(CC(=O)O)CC(=O)N1CCN(c2nc3cc(Cl)ccc3s2)CC1,7,nt,-6,-4.1,0,-0.9,4,-6.1,5
Cn1cccc1C(=O)NCC1COc2ccccc2O1 (stereo not given),nt,2,-6,-2.5,-3,0.5,-4,nt,-12
CC(/C=N/n1c(-c2cccnc2)n[nH]c1=S)=C\c1ccccc1,-7,-8,7,-3.0,-1,0.4,4,-0.9,-1
Oc1c(N=NC(=S)Nc2ccccc2F)c2ccccc2n1Cc1ccccc1,-6,-10,9,-3.4,-15,0.4,17,4.7,-1
CCOc1ncccc1C(=O)NCC(c1ccccc1)N(C)C (stereo not given),-4,3,-3,-0.7,1,-0.4,3,-1.5,3
O=C(O)C1CCCN1S(=O)(=O)c1ccc2[nH]c(=O)c(=O)[nH]c2c1 (stereo not given),-5,-5,1,-0.5,7,4.2,7,2.4,-6
O=S(=O)(NCc1ccc2c(c1)OCO2)c1ccc(Cl)s1,4,-2,-8,1.7,1,2.7,2,-0.2,-6
COc1ccccc1NC(=O)COC(=O)COc1ccccc1F,4,7,-3,0.7,-1,-0.5,6,nt,-4
Nc1n[nH]c(N)c1N=Nc1ccccc1,-6,-3,10,-3.2,0,nt,7,-0.7,-10
COc1ccc(OCc2cccc(C(=O)Nc3ccc(CN4CCCCC4)cc3)c2)cc1,7,-14,-1,-7.8,0,nt,25,-3.6,-2
N#Cc1nc(Cc2cccc3ccccc23)oc1N1CCOCC1,2,nt,9,1.6,2,-0.5,-4,2.2,-12
O=C1NC[C@H](c2ccccc2)N(CCc2cc(C(F)(F)F)cc(C(F)(F)F)c2)C1=O,-6,-4,10,-5.0,-3,2.9,0,-1.3,-8
O=C(CSc1nc2nc(-c3cccs3)cc(C(F)(F)F)c2c(=O)[nH]1)Nc1c(F)c(F)c(F)c(F)c1F,-34,-2,7,-1.3,4,0.7,-4,-0.5,-2
CCOC(=O)C1(CC2CCCCO2)CCN(Cc2ccccc2-c2ccco2)CC1 (stereo not given),-2,9,3,0.2,-2,-1.1,-5,-1.1,-1
CC(=O)N(CCN1CCOCC1)Cc1cc2cc3c(cc2nc1Cl)OCO3,-1,5,6,-0.4,5,-1.4,3,-1.9,-3
Nc1ccc(C#Cc2ccc3sc4ccccc4c(=O)c3c2)cc1,-4,12,18,-2.6,1,1.8,-1,0.6,2
O=C(Cn1nnc(-c2ccccc2)n1)NCc1ccc2c(c1)OCO2,-10,2,5,-4.3,0,-0.7,-12,1.9,-12
O=C(O)CC(NC(=O)C12CC3CC(CC(C3)C1)C2)c1cccc([N+](=O)[O-])c1 (stereo not given),2,5,-5,-0.7,-3,1.6,0,-2.8,-6
Fc1cccc(/C=N/Nc2ccccn2)c1,14,-2,49*,-1.8,-3,nt,-10,0.1,-5
O=C(CCNC(=O)c1ccco1)NC(Cc1c[nH]c2ccccc12)C(=O)O (stereo not given),-8,-1,16,-1.7,6,-1.3,8,-1.5,-2
COc1cccc(CNC(=O)C2CCN(c3cnccn3)CC2)c1,0,2,6,-1.8,3,-0.2,-2,0.3,3
COC(=O)c1ccccc1NC(=O)CN(c1c(C)cccc1C)S(C)(=O)=O,0,6,8,-0.2,5,-0.2,-1,-4.1,16
CCN(C1CCS(=O)(=O)C1)S(=O)(=O)c1cc(C)ccc1C (stereo not given),4,2,7,-1.5,4,1.0,-5,-0.4,nt
COC(=O)NC(NC(=S)Nc1cccc(C)c1)C(Cl)(Cl)Cl (stereo not given),3,2,7,-1.5,-4,nt,7,2.8,0
CCN(C(=O)COC(=O)c1ccco1)c1c(N)n(Cc2ccccc2)c(=O)[nH]c1=O,-6,-1,-6,3.4,-1,-1.0,-7,-0.9,10
O=C(COC(=O)c1ccc([N+](=O)[O-])cc1)NCCC1=CCCCC1,12,-7,6,-0.2,3,-3.8,2,-2.0,-5

# (more compounds)
Structure | Rv3671c inh | PrPC surface inh | GDH-TPI counter | FadD28 FP inh | FBA Mtb inh | Mtb BioA inh | MazF activator | Mtb UGM inh | BoNT-F LC inh
O=C(CSc1nnc(-c2ccccn2)n1Cc1ccccc1)Nc1ccc2c(c1)OCO2 | 1 | 2 | -6 | -2.3 | -4 | -0.3 | -5 | 1.7 | 4
COc1ccc(Cl)cc1NC(=O)CN(C)C(=O)Cc1n[nH]c(=O)c2ccccc12 | 8 | -4 | 16 | -1.5 | 0 | 0.8 | 8 | -0.5 | ?
CCOc1ccccc1OCCOc1ccc(F)cc1 | -2 | 3 | 3 | -1.1 | 0 | 1.6 | -4 | -1.2 | -9
Brc1ccccc1Cn1c(-c2cncs2)nc2ccccc21 | 1 | 10 | 8 | -2.0 | 6 | -1.8 | 2 | 2.0 | 3
COc1ccc(NS(=O)(=O)c2cc(NC(=O)c3ccc(Cl)cc3)ccc2N2CCOCC2)cc1 | -117 | 1 | -9 | -4.5 | -2 | -0.5 | -7 | 1.3 | -15
O=C(NNS(=O)(=O)c1ccccc1)C1CC(c2cccnc2)=NO1 (stereo not given) | 0 | 0 | 8 | -4.3 | -5 | nt | 5 | -1.6 | -3
CC(C)(C)c1csc(Sc2ncccc2[N+](=O)[O-])n1 | -3 | -14 | 10 | -1.5 | -1 | -1.3 | 4 | -1.7 | -9
COc1ccc(NC(=O)NNC(=O)COc2ccc3cc(Br)ccc3c2)cc1 | nt | 3 | 10 | 0.3 | 4 | -4.8 | -16 | -0.9 | 5
COc1ccccc1NS(=O)(=O)c1cc(C(=O)NCCC(C)C)ccc1F | 6 | -3 | 2 | 1.4 | 1 | -0.8 | 9 | -0.4 | 1
OCC1OC(c2ccc(OCc3ccccc3)cc2OCc2ccccc2)C(O)C1O (stereo not given) | nt | -2 | -4 | -2.7 | -1 | 0.2 | 7 | nt | -3
Cc1nc2ccc(S(=O)(=O)N(C)CC(=O)NCc3ccc4c(c3)OCO4)cc2s1 | 3 | -3 | 2 | -3.0 | 3 | 0.4 | -4 | -1.3 | 5
O=C1Cc2cc(S(=O)(=O)Nc3ccc(N4CCOCC4)cc3)ccc2N1 | 4 | 0 | 1 | 0.9 | -3 | -0.4 | 3 | -0.2 | -4
COCCn1c(SCC(=O)N2CCCc3ccccc32)nnc1-c1ccco1 | -5 | 2 | 11 | -1.1 | -2 | nt | 2 | 0.7 | 4
COc1cccc(C(=O)Nc2c3c(nn2-c2cccc(C)c2C)CS(=O)(=O)C3)c1OC | -4 | 3 | 3 | -0.1 | 1 | 0.6 | -13 | 1.4 | 25
CSCCC(c1nnnn1C1CCCCC1)N1CCC2(CC1)C(=O)NCN2c1ccccc1 (stereo not given) | nt | -2 | nt | -2.4 | 0 | 2.0 | nt | nt | 4
CN(C)/N=C/c1cn(-c2ccccc2)nc1-c1cccnc1 | -6 | 1 | -5 | -4.2 | -9 | nt | -2 | -0.3 | -1
COc1ccc(/C=C2\Oc3cc(OCC(N)=O)ccc3C2=O)cc1OC | -1 | -1 | 11 | -3.0 | -1 | -0.4 | -10 | 0.2 | -44
CC1CC(C)CN(CCCNC(=O)c2ccc3nc(N4CCCCC4)sc3c2)C1 (stereo not given) | 4 | 1 | 21 | -1.6 | 1 | -0.3 | 12 | -0.3 | -8
O=C(CCC(=O)N(CC(=O)NC1CCCC1)C1CCCCC1)Nc1ccccn1 | -12 | 3 | -3 | -0.6 | 2 | nt | -11 | -1.4 | -5
CCN(CC)c1cccc(OCC(=O)N2c3ccccc3CC2C)c1 (stereo not given) | -5 | 10 | 4 | 0.1 | 0 | 0.8 | 5 | 6.0 | 5
Cc1ccc(S(=O)(=O)CCC(=O)Nc2nccs2)cc1 | 2 | -2 | 5 | -0.9 | 3 | nt | -4 | 2.8 | -6
CCOc1ccc(C(=O)NCC(=O)Nc2ncccc2C)cc1OCC | 1 | -4 | -4 | 2.9 | 5 | 0.5 | -1 | -2.4 | -8
COc1ccc(C2OC(=O)Cc3cc(OC)c(OC)cc32)cc1 (stereo not given) | -16 | 5 | -1 | -1.6 | 1 | 0.8 | -4 | -2.7 | -5
CC(=O)N(Cc1cc(=O)[nH]c2ccccc12)c1ccc(C)cc1 | 3 | 3 | 0 | -4.6 | 1 | 1.2 | 0 | -2.9 | 3
Cn1c(NCc2cccnc2)nc2cc(-c3ccc(F)cc3)sc2c1=O | nt | -2 | 13 | -0.7 | 6 | 0.1 | nt | nt | 5
CC(C)(C)c1ccc(Oc2ncccc2NC(=O)c2cccs2)cc1 | 6 | 3 | 23 | -0.2 | 6 | -0.8 | -3 | -2.9 | nt
COc1ccc(S(=O)(=O)NCCC(=O)NC2CCCCCCC2)cc1 | 0 | 0 | 9 | -2.5 | -1 | -0.2 | -7 | 2.3 | -10
O=C(CNCc1ccccn1)Nc1ccc([N+](=O)[O-])cc1C(=O)Nc1ccccc1F | -3 | -27 | 4 | -1.7 | 0 | 0.5 | 16 | 0.4 | -38

# In the list so far, five contain a furan ring, fused or not.
Structure | Rv3671c inh | PrPC surface inh | GDH-TPI counter | FadD28 FP inh | FBA Mtb inh | Mtb BioA inh | MazF activator | Mtb UGM inh | BoNT-F LC inh
Cc1ccc2[nH]c(=O)c(CN(Cc3cccs3)C(=S)NCc3ccco3)cc2c1 | -13 | 9 | 9 | -3.4 | -1 | 1.0 | -8 | 5.2 | -2
CCOC(=O)C1(CC2CCCCO2)CCN(Cc2ccccc2-c2ccco2)CC1 (stereo not given) | -2 | 9 | 3 | 0.2 | -2 | -1.1 | -5 | -1.1 | -1
O=C(CCNC(=O)c1ccco1)NC(Cc1c[nH]c2ccccc12)C(=O)O (stereo not given) | -8 | -1 | 16 | -1.7 | 6 | -1.3 | 8 | -1.5 | -2
CCN(C(=O)COC(=O)c1ccco1)c1c(N)n(Cc2ccccc2)c(=O)[nH]c1=O | -6 | -1 | -6 | 3.4 | -1 | -1.0 | -7 | -0.9 | 10
COCCn1c(SCC(=O)N2CCCc3ccccc32)nnc1-c1ccco1 | -5 | 2 | 11 | -1.1 | -2 | nt | 2 | 0.7 | 4
